Myeloid diff 2: compounds promoting myeloid differentiation | ER-HoxA9 myeloid progenitors, lysozyme-GFP differentiation, flow cytometry | calls only at 10 µM | 360,000 tested, 1% active | AID 624256;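 active = normalized GFP-positive differentiation at or above the plate's own cutoff, the solvent-only control mean plus 3 SD; inconclusive = no clear call, values can overlap the other calls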;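 note: cells exposed to compound for four days before flow analysis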
Dengue-2 NS5 capping: Dengue-2 NS5 methyltransferase inhibitors, primary screen, biochemical, confirmation dose response (AID 588689); Dengue-2 NS5 methyltransferase capping enzyme assay, biochemical; higher % means a stronger effect; one-dose inhibition, % at 25 µM; IC50 in µM for titrated hits; 340,000 tested, 0.3% active; in the data active = a potency from the dose series; inconclusive = inhibition above about 29% without an active follow-up result
Dengue-2 NS5 capping pilot replicate: further read-out of Dengue-2 NS5 capping, marked with its call; inhibition, %; measured here: pilot screen replicate inhibition
Myeloid diff 2 GFP+ MAC1+ %: also measured in Myeloid diff 2; calls as there; GFP+ MAC1+ double positive, %; measured here: differentiation confirmed by MAC1 staining
Starred values were filed as active, the others as inactive; i = inactive; ? = inconclusive; + = active, no number; & = joins results of further samples. A portion of the library; rates above refer to the full screens.

SMILES | Myeloid diff 2 | Myeloid diff 2 GFP+ MAC1+ % | Dengue-2 NS5 capping | others
Cc1ccccc1OCC(=O)OCC(=O)NCCNC(=O)COC(=O)COc1ccccc1C | i | 0.7 | 4.4%
CCCCn1c(N)c(N(CC(C)C)C(=O)c2cnc(C)cn2)c(=O)[nH]c1=O | i | 0.5 | -0.7%
CC(=O)Oc1cccc(C2=CC(=O)CC(C)(C)C2=O)c1 | i | 0.4 | -6.1%
Cc1ccc(S(=O)(=O)Nc2cc(C)cc(CCNC=O)c2C)cc1 | i | 1.3 | 5.0%
COc1ccc(C(CNC(=O)c2cccc(S(=O)(=O)Nc3ccc(F)cc3)c2)N2CCCCC2)cc1 (stereo unspecified) | i | 1.5 | -1.5%
CCOc1ccc(NC(=O)CN(C)C(=O)CN2C(=O)NC3(CCCC3)C2=O)cc1OCC | i | 0.4 | -4.4%
CCCCN(C(=O)COC(=O)C1(c2ccccc2)CC1)c1c(N)n(CCC)c(=O)[nH]c1=O | i | 0.6 | -1.7%
C=CC[C@@H](CC(=O)N(CCO)Cc1ccccc1)C(=O)NCCOC(=O)[C@@H](CC=C)Cc1ccc(F)cc1 | i | 1.8 | -5.6% | Dengue-2 NS5 capping pilot replicate=0.3
O=C(COC(=O)C1CCC1)Nc1cccc(S(=O)(=O)N2CCOCC2)c1 | i | 0.4 | -2.9%
COc1cccc(NC(=O)COC(=O)c2ccccc2C(=O)N(C)c2ccccc2)c1 | i | 0.7 | 7.4%
N#C/C(=C/c1ccccc1)C(=O)OCC(=O)Nc1ccccc1[N+](=O)[O-] | i | 1.1 | 0.7%
Cc1n[nH]c(=O)c2c(NC(=O)CSc3ccc(Br)cc3)oc(C)c12 | i | 1.2 | -3.6%
COc1ccccc1OCc1cc(C(=O)N(C)CCC2CCOCC2)no1 | i | 0.9 | 5.0%
C=C(C)CN1C(=O)C(C)SC1=NN=C1SCC(=O)N1C (stereo unspecified) | i | 1.1 | -3.4%
O=C(CNC(=O)c1ccc(Cl)cc1Cl)OCn1nnc2ccccc2c1=O | i | 0.4 | 0.0%
Brc1ccc(-c2c(-c3ccsc3)sc3ccccc23)cn1 | i | 1.2 | 3.2%
Cc1ccc(NC(=O)CN2C(=O)NC3(CCCCC3C)C2=O)cc1S(=O)(=O)N1CCCCC1 (stereo unspecified) | i | 1.2 | -3.0%
COC(=O)c1cc(COC(=O)CNC(=O)c2cccc(C)c2)oc1C | i | 0.1 | 3.9%
C=CCC[C@H](Cc1ccc(F)cc1)C(=O)OC[C@@H](C)NC(=O)[C@H](CC=C)CC(=O)N(CCO)Cc1ccccc1 | i | 1.0 | -7.9% | Dengue-2 NS5 capping pilot replicate=-3.1
COc1ccc(C(CC(=O)c2ccc3c(c2)OCO3)C(=O)O)cc1OC (stereo unspecified) | i | 1.2 | 8.1%
O=S(=O)(N/N=C1\CCCc2ccccc21)c1ccccc1 | i | 0.5 | 0.7%
C(C#CCN1CCOCC1)#CCN1CCOCC1 | i | 0.7 | -1.2%
CC(=O)c1ccc(NC(=O)C(C)OC(=O)c2cccc(-n3cnnn3)c2)cc1 (stereo unspecified) | i | 0.4 | -11.6%
CCCCOc1ccc(C(=O)NCC(=O)OCCCOC(=O)CNC(=O)c2ccc(OCCCC)cc2)cc1 | i | 0.7 | -7.5%
COc1ccc(C(=O)OCc2nnc(-c3ccccc3)o2)cc1S(=O)(=O)N1CCOCC1 | i | 0.3 | -4.3%
NC(=O)C1CCN(C(=O)c2ccc(Cl)c(S(=O)(=O)NCc3ccco3)c2)CC1 | i | 1.6 | -7.1%
O=C(CN1C(=O)NC2(CCCCC2)C1=O)Nc1ccc(Cl)c(S(=O)(=O)N2CCOCC2)c1 | i | 0.7 | 5.4%
Cc1cccc(C)c1NC(=O)COC(=O)/C=C/c1ccc(S(=O)(=O)N2CCOCC2)cc1 | i | 1.4 | -6.6%
COc1ccccc1-c1cc2nc(-c3ccccc3)cc(N3CCN(C(=O)c4ccoc4)CC3)n2n1 | i | 0.6 | -0.6%
O=S(=O)(NCCC1=CCCCC1)c1ccccc1Br | i | 0.8 | -5.8%
CCN(C(=O)CSc1ccccn1)C1CCCCC1 | i | 1.1 | -5.9%
COc1ccc(NC(=O)CN(C)C(=O)c2cn(-c3ccccc3)nc2-c2ccc(F)cc2)cc1 | i | 0.6 | -0.7%
Cc1ccc(S(=O)(=O)N2CCC(C(=O)Nc3ccc(N4CCOCC4)cc3)CC2)cc1C | i | 0.9 | -0.7%
CCOC(=O)c1nn(-c2ccc(C)cc2)c(=O)cc1OCC(=O)Nc1cc(C)ccc1OC | i | 1.0 | -7.3%
CCC(C)(C)C1CCc2[nH]nc(C(=O)NC3CCCC3)c2C1 (stereo unspecified) | i | 1.3 | 13.2%
Cc1ccc(S(=O)(=O)N2CCN(C(=O)CNC(=O)c3ccc(Cl)cc3)CC2)cc1 | i | 0.4 | 5.8%
O=C(CNC(=O)C12CC3CC(CC(C3)C1)C2)NCc1ccccc1 | i | 0.7 | -4.4%
COc1ccc(S(=O)(=O)N2CCN(C(=O)/C=C/c3ccco3)CC2)cc1 | i | 0.5 | -2.2%
O=c1c2cc(F)ccc2sn1-c1ccccc1 | i | 1.9 | -35.3%
COc1cccc(C(=O)OCC(=O)c2c[nH]c3ccccc23)c1OC | i | 1.1 | -6.2%
Cc1ccc(S(=O)(=O)NCc2ccccc2)cc1C(=O)N1CCN(S(=O)(=O)c2ccccc2)CC1 | i | 0.6 | -3.6%
COc1ccc(NC(=O)N(C)C[C@@H]2Oc3ncc(Br)cc3C(=O)N([C@@H](C)CO)C[C@@H]2C)cc1 | i | 1.7 | -5.7%
CN1C[C@H](C(=O)N[C@]2(C)O[C@@]3(O)[C@@H]4CCCN4C(=O)[C@H](Cc4ccccc4)N3C2=O)CC2c3cccc4[nH]cc(c34)C[C@H]21 (stereo partly specified) | i | 7.1&4.0 | 4.5%&0.0%
Cc1ccc(C(=O)NCC(C)NC(=O)c2ccc(C)c([N+](=O)[O-])c2)cc1[N+](=O)[O-] (stereo unspecified) | i | 0.5 | 0.0%
CCCC(C)NC(=O)c1cc(S(=O)(=O)N2CCCCCC2)ccc1OC (stereo unspecified) | i | 0.3 | 2.3%
Oc1ccccc1-c1ccn[nH]1 | i | 0.4 | 1.4%
O=C(CN1CCN(c2ccc(O)cc2)CC1)N(C1CC1)C1CCS(=O)(=O)C1 (stereo unspecified) | i | 0.4 | -3.0%
CC(=O)c1ccc(OC(C)C(=O)NCC2(N3CCOCC3)CCCCC2)cc1 (stereo unspecified) | i | 0.5 | -2.3%
CCC1(CC)NC(=O)N(CC(=O)OCC(=O)Nc2ncc(Cl)cc2Cl)C1=O | i | 0.7 | -0.7%
O=C(COC(=O)CNC(=O)c1ccc([N+](=O)[O-])o1)Nc1ncc(Cl)cc1Cl | i | 0.7 | -0.8%
C[C@@H]1CN([C@H](C)CO)C(=O)CCCn2cc(nn2)CO[C@H]1CN(C)C(=O)Nc1ccc(F)cc1 | i | 0.5 | -4.6%
O=C(CSc1nc2ccccc2c(=O)n1-c1ccccc1Cl)NCC1CCCO1 (stereo unspecified) | i | 0.8 | -5.9%
CCc1c(N)nc(N)nc1Nc1ccccc1Cl | i | 0.5 | 0.0%
CN(Cc1ccccc1)N=Nc1ccccc1 | i | 1.0 | -5.2%
C[C@@H]1CN([C@@H](C)CO)C(=O)CCCn2nncc2CO[C@@H]1CN(C)C(=O)Nc1cccc(Oc2ccccn2)c1 | i | 3.2 | -3.4%
O=C(NNC(=O)c1ccccc1O)c1ccc(Cl)c(S(=O)(=O)N2CCCCC2)c1 | i | 1.5 | -11.6%
Cc1ccc(NC(=O)C(c2ccccc2)N2CCN(C(=O)c3ccco3)CC2)cc1 (stereo unspecified) | i | 0.6 | -0.7%
COc1ccc2nc(C3CCCCC3)c3c(c2c1)CCC3 | i | 2.0 | -5.6%
O=C(CN1C(=O)NC2(CCc3ccccc32)C1=O)Nc1ccc(Br)cc1F (stereo unspecified) | i | 1.5 | -3.4%
COc1ccccc1CNC(=O)CN1C(=O)N(C)C2(CCCCC2)C1=O | i | 0.4 | 36.4%

At a glance, some entries already given:
SMILES | Myeloid diff 2 | Myeloid diff 2 GFP+ MAC1+ % | Dengue-2 NS5 capping | others
Cc1ccccc1OCC(=O)OCC(=O)NCCNC(=O)COC(=O)COc1ccccc1C | i | 0.7 | 4.4%
CCCCn1c(N)c(N(CC(C)C)C(=O)c2cnc(C)cn2)c(=O)[nH]c1=O | i | 0.5 | -0.7%
CC(=O)Oc1cccc(C2=CC(=O)CC(C)(C)C2=O)c1 | i | 0.4 | -6.1%
Cc1ccc(S(=O)(=O)Nc2cc(C)cc(CCNC=O)c2C)cc1 | i | 1.3 | 5.0%
COc1ccc(C(CNC(=O)c2cccc(S(=O)(=O)Nc3ccc(F)cc3)c2)N2CCCCC2)cc1 (stereo unspecified) | i | 1.5 | -1.5%
CCOc1ccc(NC(=O)CN(C)C(=O)CN2C(=O)NC3(CCCC3)C2=O)cc1OCC | i | 0.4 | -4.4%
CCCCN(C(=O)COC(=O)C1(c2ccccc2)CC1)c1c(N)n(CCC)c(=O)[nH]c1=O | i | 0.6 | -1.7%

(cont.)
SMILES | Myeloid diff 2 | Myeloid diff 2 GFP+ MAC1+ % | Dengue-2 NS5 capping | others
COc1cc(/C=C/c2onc(C)c2[N+](=O)[O-])cc(OC)c1OC | i | 0.5 | -3.1%
CC1C(=O)N(Cc2cn(CCC3OCCCO3)nn2)CCS(=O)(=O)N1Cc1ccc(-c2ccccc2)cc1 (stereo unspecified) | + | 6.4* | -4.1%
Cn1c(SCC(=O)Nc2nccs2)nnc1-c1cccnc1 | i | 1.2 | 2.2%
O=C(N[C@H]1/C=C\[C@@H](O)CCCC1)OCc1ccccc1 | i | 2.2 | -1.6% | Dengue-2 NS5 capping pilot replicate=4.5
CSc1ccccc1NC(=O)CN(C)C(=O)COc1ncnc2ccccc12 | i | 0.5 | 0.7%
CCN(CC)C(=O)C1=C(C)N(CCCOC)C(=O)C(CC(=O)NC2CCCCC2)C1 (stereo unspecified) | i | 0.7 | 2.8%
Oc1ccc(C[C@H]2CNC(=S)N2CC2CCCN2C[C@H](Cc2ccc(O)cc2)N2C[C@H](Cc3ccccc3)N(CCc3ccccc3)C2=S)cc1 (stereo partly specified) | i | 0.7 | -5.3% | Dengue-2 NS5 capping pilot replicate=-0.6
COCCN(C(=O)COC(=O)c1cc2ccccc2cc1OC)c1c(N)n(Cc2ccccc2)c(=O)[nH]c1=O | i | 1.1 | -1.5%
COc1ccc(-c2cc(-c3ccccc3)c(C#N)c(SCC(=O)O)n2)cc1 | i | 0.6 | 14.0%
CCOc1ccc(OCC(=O)OCC(=O)N2CCN(C(=O)c3ccco3)CC2)cc1 | i | 0.2 | -0.7%
CS(=O)(=O)c1ccc(C(=O)OCC(=O)NCc2cccs2)cc1[N+](=O)[O-] | i | 0.7 | ?
Cc1ccc(OCC(=O)Nc2ccccc2F)cc1 | i | 1.2 | -10.1%
COc1ccc(C(=O)NCc2ccccc2CN2CCCC2)cc1S(=O)(=O)N1CCOCC1 | i | 0.9 | 3.6%
Cc1nn(C2CCS(=O)(=O)C2)c(C)c1CN(C)C(=O)c1ccc(S(=O)(=O)N(C)C)cc1 (stereo unspecified) | i | 0.2 | -0.7%
COc1ccccc1C(=O)NC(=O)COC(=O)c1ccc(Br)o1 | i | 0.3 | -0.7%
COc1cc(-c2nc3ccc(C)cn3c2NCc2ccccc2)ccc1SC1CCCCC1 | i | 1.3 | -3.9%
CC1(C)C[C@H]2C3=CCC4[C@@]5(C)CC[C@H](O)[C@](C)(CO)C5CC[C@@]4(C)[C@]3(C)C[C@H]3O[C@@H]1[C@H](O)[C@]32CO (stereo partly specified) | i | 0.5 | 0.4%
COc1ccc(S(=O)(=O)N2CCOCC2)cc1NC(=O)CCCSc1ccccc1 | i | 0.9 | 1.1%
CNC[C@@H]1OCc2cnnn2CCCC(=O)N([C@H](C)CO)C[C@H]1C | i | 0.3 | 2.3%
C=CCC1(CC=C)CCCN1C(=O)c1ccc2oc(CCCC)nc2c1 | i | 0.8 | 1.1%
C[C@@H]1CN([C@@H](C)CO)C(=O)c2cc(Br)cnc2O[C@H]1CN(C)Cc1ccccc1C(=O)O | i | 0.2 | 1.1%
CN(c1ccccc1)S(=O)(=O)c1cccc(C(=O)NCc2ccccc2)c1 | i | 0.6 | -1.5%
O=C(Nc1ccccn1)c1ccc(Cl)c(S(=O)(=O)N2CCc3ccccc32)c1 | i | 0.9 | -1.5%
Cc1ccc(S(=O)(=O)N2CCOCC2)cc1C(=O)OCC(=O)NC1CCCC(C)C1C (stereo unspecified) | i | 0.7 | 3.4%
O=C(COC(=O)CCC1CCCC1)Nc1ccc(F)cc1 | i | 0.8 | -5.2%
O=C(N/N=C/c1cc(Cl)cc([N+](=O)[O-])c1O)c1cccc(S(=O)(=O)N2CCOCC2)c1 | i | 0.4 | -9.5%
CCCC(CNC(C)=O)(C1=CCCCC1)c1ccccc1 (stereo unspecified) | i | 1.0 | 0.6%
O=C(CCNS(=O)(=O)c1ccccc1)NNC(=O)COc1ccc(Cl)cc1 | i | 0.4 | 5.2%

Bioassay records as filed in PubChem.
